Source: PubChem (several laboratories)
TRPC4 block: inhibitors of mouse TRPC4 channel. 0.39% of 300,000 active. HEK293 TRPC4beta/mu-opioid, DAMGO-evoked Fluo4 calcium flux; stronger effect = lower value. B-score at 10 µM. Q9QUQ5;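 active = B-score over 3 SD under the library average, no early fluorescence shift, positive overall ratio signal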
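Assay system – HEK293 line stably carrying TRPC4beta and mu-opioid receptor · Doses – single dose · Detection – Fluo4 calcium-dye fluorescence, kinetic read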
Dyrk1A ADPGlo: Dyrk1A (rat) kinase inhibition | ADP-Glo luminescence, NFATc1 peptide | 0.43% of 310,000 active | AID 504441 | Q63470 | inhibition, % at 12.5 µM; in the data active = inhibition above about 50%;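 also: plate controls were vehicle with enzyme for no effect and no enzyme for full effect; many of its hits are not listed in these tables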
KCNK3 block: human KCNK3 channel inhibition, primary screen; O14649; CHO-KCNK3 thallium flux, FluxOR fluorescence; stronger effect = lower value; B-score at 10 µM; 0.84% of 340,000 active; AID 602410;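 active = B-score under library mean minus 4 SD, starting fluorescence ratio at most library mean plus 5 SD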;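 also: more negative B-score means stronger inhibition of thallium flux through KCNK3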
Target sequence (O14649 whole entry, looked up): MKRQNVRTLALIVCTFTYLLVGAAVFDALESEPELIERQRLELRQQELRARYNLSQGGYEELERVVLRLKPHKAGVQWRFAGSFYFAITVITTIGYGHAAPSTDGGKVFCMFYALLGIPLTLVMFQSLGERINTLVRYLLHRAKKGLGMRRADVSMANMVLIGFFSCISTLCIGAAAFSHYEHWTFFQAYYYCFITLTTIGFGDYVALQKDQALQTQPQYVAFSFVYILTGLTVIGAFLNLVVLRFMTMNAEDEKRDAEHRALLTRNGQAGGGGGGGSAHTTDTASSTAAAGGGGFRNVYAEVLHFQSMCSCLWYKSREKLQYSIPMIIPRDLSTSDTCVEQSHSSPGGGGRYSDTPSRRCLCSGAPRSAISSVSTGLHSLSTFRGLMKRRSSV
KCNQ1 inh: blocks the human KCNQ1 potassium channel. CHO-K1 KCNQ1, FluxOR thallium flux fluorescence; stronger effect = higher value. 1.3% of 310,000 active. B-score at 10 µM. AID 2642;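 active = compounds whose thallium flux B-score, printed positive for inhibition, exceeds three library SD while starting fluorescence stays within three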;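 also: channel opened by potassium depolarization with thallium stimulus after 20 min compound exposure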
Target sequence (P51787 whole entry, looked up): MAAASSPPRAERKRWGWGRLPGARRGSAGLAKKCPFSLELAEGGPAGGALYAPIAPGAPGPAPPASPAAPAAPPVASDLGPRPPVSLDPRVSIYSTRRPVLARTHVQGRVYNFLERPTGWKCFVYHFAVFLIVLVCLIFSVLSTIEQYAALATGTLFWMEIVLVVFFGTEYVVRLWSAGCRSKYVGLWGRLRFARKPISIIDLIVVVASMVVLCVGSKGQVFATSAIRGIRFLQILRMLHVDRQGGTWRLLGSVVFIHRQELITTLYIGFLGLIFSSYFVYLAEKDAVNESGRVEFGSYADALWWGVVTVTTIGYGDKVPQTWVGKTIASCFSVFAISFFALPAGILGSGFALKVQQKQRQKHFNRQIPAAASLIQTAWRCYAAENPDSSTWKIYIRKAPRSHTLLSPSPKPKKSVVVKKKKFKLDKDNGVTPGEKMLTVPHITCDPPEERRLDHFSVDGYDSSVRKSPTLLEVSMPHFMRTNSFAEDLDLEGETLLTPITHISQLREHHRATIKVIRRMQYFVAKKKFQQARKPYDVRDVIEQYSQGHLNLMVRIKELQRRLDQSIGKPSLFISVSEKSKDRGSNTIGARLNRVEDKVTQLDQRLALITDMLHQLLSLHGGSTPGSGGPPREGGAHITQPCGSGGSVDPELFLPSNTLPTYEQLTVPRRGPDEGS
TRPC4 agonist: TRPC4 (mouse) channel activation; HEK293 TRPC4beta/mu-opioid, Fluo4 calcium fluorescence; stronger effect = higher value; Q9QUQ5; 0.49% of 310,000 active; B-score at 10 µM;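 active = B-score above 5 SD of library B-scores, and initial fluorescence ratio not above library mean plus 5 SD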;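 also: positive B-score marks a calcium rise read as TRPC4 activation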
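Incubation: 45 min room-temperature Fluo4 loading, 110 s read / System: HEK293 cells stably co-expressing mouse TRPC4beta and mu-opioid receptor / Signal: Fluo4 fluorescence, kinetic / Control set: buffer (low) and maximal DAMGO (high) / Measure: integrated baseline-normalised fluorescence ratio, converted to per-well B score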
Platelet DG rel: modulates dense granule release in human platelets. human platelet-rich plasma, SFLLRN dense granule ATP release, luminescence. inhibition, %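 (compounds screened at 7.5 µM in platelet-rich plasma)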. 0.22% of 300,000 active;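 active = mean replicate score, as percent of positive control, at or above 50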
PolyA inhibitor: yeast polyadenylation inhibition; S. cerevisiae SKY197-pL101 polyadenylation reporter, beta-gal luminescence; efflux-impaired pdr1/pdr3 knockout yeast; score 100 = 6 SD above DMSO; calls only at 12 µM; 0.02% of 300,000 active; AID 1875;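 active = lowest replicate activity score at least 50, where 100 means six control SD above control mean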;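 also: yeast exposed to compound for 9 h at 30 °C; higher score means more reporter readthrough which indicates perturbed polyadenylation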
hERG rescue: shields human hERG channel from block by proarrhythmic agents; activation (rescue from dofetilide block), less the hit threshold, % at 10 µM; Q12809; 0.51% of 310,000 active; CHO-hERG, FluxOR thallium flux, dofetilide IC70 present;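 active = activation above the mean of controls blocked by dofetilide plus 5 SD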;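 also: thallium influx through hERG after potassium depolarization seen as dye fluorescence rise; in these data hits start at about 4.7%; inactives centre near -7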
TRPC4 potent: allosteric potentiators of mouse TRPC4 channel; Q9QUQ5; HEK293 TRPC4beta/mu-opioid, DAMGO EC20, Fluo-4 Ca2+ flux; stronger effect = higher value; B-score at 10 µM; 0.42% of 310,000 active;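 active = B-score of calcium response area above 5 SD of library B-scores, with initial fluorescence ratio within 5 SD of library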;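 also: B-score of integrated fluorescence ratio over time as area under calcium response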
KCNQ1 act: human KCNQ1 channel potentiation or activation | P51787 | CHO-K1 KCNQ1, thallium flux FluxOR fluorescence; stronger effect = higher value | B-score at 10 µM | 0.35% of 310,000 active;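 active = fluorescence ratio B-score, a plate-corrected score, at least three library SD, with initial intensity B-score within 5 SD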
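System: Stable KCNQ1 CHO-K1 line | Incubation: 90 min dye loading and 20 min compound exposure, both at room temperature | Measure: Ratio B score | Medium: Assay buffer for compound exposure, DMSO matched across wells | Compound dosing: Single-concentration screen | Probe or stimulus: K+/Tl+ depolarizing stimulus | Measured by: Kinetic FluxOR fluorescence, 10 s baseline plus 110 s post-stimulus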
KCNK9 inh: human KCNK9 channel inhibition | Q9NPC2 | HEK293 KCNK9, FluxOR thallium flux fluorescence; stronger effect = lower value | B-score at 10 µM | 1.2% of 310,000 active;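 active = ratio B-score over 3 SD below the library mean, with starting fluorescence within 5 SD of its mean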;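 also: negative B-score means less thallium flux so channel inhibition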
* = called active by the depositor; i = inactive; · = no result given. The list is partial; rates above refer to the full screens.

Each structure is followed by: KCNK9 inh	Platelet DG rel	KCNQ1 act	Dyrk1A ADPGlo	hERG rescue	PolyA inhibitor	TRPC4 potent	TRPC4 agonist	KCNK3 block	TRPC4 block	KCNQ1 inh
1	COC(=O)C(C)Oc1ccc(-c2nccc(-c3cccs3)n2)cc1 (stereo unspecified)
    i	2.8	i	23.2	-11.5	i	i	i	i	i	i
2	Cc1ccc(NC(=O)N(Cc2ccc3c(c2)OCO3)Cc2cc3cc4c(cc3[nH]c2=O)OCCO4)cc1
    i	2.0	i	2.2	-5.4	i	i	i	i	i	i
3	CCOc1ccc(CNC(=O)C2CCC(=O)N2C2CCCC2)cc1OC (stereo unspecified)
    i	-4.5	i	-3.2	-6.2	i	i	i	i	i	i
4	Cc1cc(C)cc(NC(=O)C(=O)NCCCN2CCCC2=O)c1
    i	6.8	i	9.8	-4.6	i	i	i	i	i	i
5	CCOC(=O)[C@@H]1[C@H]2COc3ccc(Br)cc3[C@@H]2N2C(=O)N(c3ccc(Br)cc3)C(=O)[C@]12C
    i	5.5	i	6.9	-5.9	i	i	i	i	i	i
6	COc1ccc(C2NC(=S)NC3=C2CCc2ccccc23)cc1OC (stereo unspecified)
    i	2.1	i	1.1	-8.8	i	i	i	i	i	i
7	O=C(Nc1nc(-c2ccc(-c3ccccc3)cc2)cs1)C1CCCO1 (stereo unspecified)
    i	4.2	i	-7.9	-11.8	i	i	i	i	i	i
8	CN(Cc1nccs1)C(=O)c1ccc2nc(Cc3ccccc3F)oc2c1
    i	9.5	i	-1.7	-7.4	i	i	i	i	i	i
9	O=C(CCn1nnc2ccccc21)N/N=C\Cc1ccccc1
    i	3.5	i	-3.8	-6.7	·	i	i	i	i	i
10	CCOC(=O)C1(CCOc2ccccc2)CCN(Cc2cccc(OC)c2)CC1
    i	-2.6	i	·	-11.8	i	i	i	i	i	i
11	CCC(C)[C@H](NC(=O)NCc1ccc(Cl)cc1)C(=O)O (stereo partly specified)
    i	-6.2	i	-5.6	-9.3	i	i	i	i	i	i
12	c1cncc(CNC2CCCc3ccccc32)c1 (stereo unspecified)
    i	-2.7	i	-2.0	-10.8	i	i	i	i	i	i
13	Cc1nc(SCC(=O)NC2CCCCC2)[nH]c(=O)c1C
    i	3.8	i	0.2	-8.0	i	i	i	i	i	i
14	CCCCNC(=O)c1ccc2nc(-c3ccco3)c(-c3ccco3)nc2c1
    i	17.8	i	-0.8	-5.3	i	i	i	i	i	i
15	C=CCn1c(-c2ccoc2C)n[nH]c1=S
    i	2.3	i	0.3	-8.1	i	i	i	i	i	i
16	COc1ccc(C(=O)Nc2ccccc2C(=O)N/N=C/c2ccco2)cc1
    i	78.5*	i	0.1	-10.7	i	i	i	i	i	i
17	O=[N+]([O-])c1ccc(N2CCN(c3ccc(Cl)nn3)CC2)cc1NC1CC1
    i	-5.9	i	3.5	-5.1	i	i	i	i	i	i
18	COc1cccc(CNC(=O)Cc2nc3nc(C)cc(C)n3n2)c1
    i	-2.4	i	-4.1	-8.3	i	i	i	i	i	i
19	NC(=O)C1CCN(C(=O)CN2C(=O)c3ccccc3S2(=O)=O)CC1
    i	4.0	i	1.8	-10.2	i	i	i	i	i	i
20	S=C(NCCCc1ccccc1)Nc1ccccc1
    i	·	i	-2.0	-5.1	·	i	i	i	i	i
21	COCCCNC(=O)COc1ccc(-c2nccc(-c3ccccn3)n2)cc1
    i	9.7	i	10.7	-8.4	i	i	i	i	i	i
22	COc1ccc(CNC(C)C23CC4CC(CC(C4)C2)C3)c(OC)c1OC (stereo unspecified)
    i	-1.7	i	·	-2.8	i	i	i	i	i	i
23	O=C(CSc1ccc([N+](=O)[O-])cn1)Nc1ccccc1N1CCOCC1
    i	-9.6	i	·	-9.6	i	i	i	i	i	i
24	CCOC(=O)C1(Cc2ccccc2Cl)CCN(Cc2csc(C(C)=O)c2)CC1
    i	-0.4	i	-5.1	-24.4	i	i	i	i	i	i
25	CC(=O)N1CCC(=NNS(=O)(=O)c2ccc(C)c([N+](=O)[O-])c2)CC1
    i	12.5	i	4.2	-9.2	i	i	i	i	i	i
26	O=C(NCc1ccco1)C1CC(=O)N(c2ccc(Cl)cc2)C1 (stereo unspecified)
    i	-2.5	i	0.4	-8.9	i	i	i	i	i	i
27	CCn1c(SCC(=O)N2CCc3ccccc32)nnc1-c1c[nH]c2ccccc12
    i	11.1	i	8.6	-5.4	i	i	i	i	i	i
28	C/C(=N\N1CCN(Cc2ccc(Cl)cc2)CC1)c1ccc(F)cc1
    i	14.5	i	·	-5.0	i	i	i	i	i	i
29	COc1ccc(Cl)cc1-n1c(C)cc(C(=O)O)c1C
    i	1.4	i	7.6	-5.3	i	i	i	i	i	i
30	Cc1ccc(/C=N/Nc2nc(Cl)c(Cl)cc2Cl)s1
    i	-0.4	i	1.3	-1.6	i	i	i	i	i	i
31	COc1ccc(/C=C2/C(=O)ON=C2c2ccccc2)cc1OC
    i	3.5	i	1.0	-11.3	i	i	i	i	i	i
32	OCCN1C2=NCCCN2c2ccccc21
    i	-2.6	i	·	-13.1	i	i	i	i	i	i
33	COc1ccccc1S(=O)(=O)Cc1ccc(C(=O)N2CCOCC2)o1
    i	9.2	i	-6.0	0.7	i	i	i	i	i	i
34	Cc1noc(NC(=O)c2cccc(Cl)c2Cl)c1C#N
    i	1.7	i	5.5	-7.1	i	i	i	i	i	i
35	CC1CC(C)CN(S(=O)(=O)c2cccc3cccnc23)C1 (stereo unspecified)
    i	-26.7	i	5.6	-0.6	i	i	i	i	i	i
36	C[C@H](NC(=O)c1nc[nH]c1C(=O)NCc1ccc(CNC(=O)OC(C)(C)C)cc1)C(=O)OC(C)(C)C
    i	5.2	i	-4.2	-18.0	i	i	i	i	i	i
37	CCc1nc2ccccc2c(=O)n1NC(=O)c1c(O)c2cccc3c2n(c1=O)CCC3
    i	-0.3	i	4.7	-11.8	i	i	i	i	i	i
38	N#CC1=C(N)OC2=C(C(=O)CCC2)C1c1ccc2c(c1)OCO2 (stereo unspecified)
    i	-1.0	i	·	-8.2	i	i	i	i	i	i
39	O=C(CCc1ccccc1)NNC(=O)c1ccccc1F
    i	2.4	i	-2.4	-10.4	i	i	i	i	i	i
40	O=C(NCC(=O)N(c1ccccc1F)C(C(=O)NC1CCCC1)c1cccnc1)c1ccco1 (stereo unspecified)
    i	3.7	i	10.3	-10.5	i	i	i	i	i	i
41	CCc1cccc(C)c1NC(=O)COC(=O)CNS(=O)(=O)/C=C/c1ccccc1
    i	0.7	i	-11.3	-7.4	·	i	i	i	i	i
42	CCOc1ccc2oc(-c3ccccc3)c(C(=O)O)c2c1
    i	-3.1	i	0.4	-8.7	i	i	i	i	i	i
43	Cc1cc(Br)ccc1OCCN1CC(C)OC(C)C1 (stereo unspecified)
    i	0.1	i	4.7	-4.8	i	i	i	i	i	i
44	O=C(COc1ccc2cc(-c3ccccc3)c(=O)oc2c1)NCC1CCC(C(=O)O)CC1 (stereo unspecified)
    i	5.9	i	-0.9	-8.9	i	i	i	i	i	i
45	COc1ccc(-c2cc(C(=O)NCCCn3ccnc3)no2)cc1OC
    i	-2.5	i	1.9	-6.1	i	i	i	i	i	i
46	O=S(=O)(c1cc(-c2nnc(-c3ccc(Br)cc3)o2)ccc1Br)N1CCCCCC1
    i	-0.4	i	-3.4	-18.6	i	i	i	i	i	i
47	COc1ccc(N2CCN(c3nc4cc(C)ccc4cc3C=O)CC2)cc1
    i	4.6	i	11.1	-9.3	i	i	i	i	i	i
48	Cn1c(=O)nc2n(Cc3ccccc3)c3ccccc3cc-2c1=O
    i	3.4	8*	7.5	-5.0	i	i	i	i	i	i
49	Nc1ccc(-c2nc3cc([N+](=O)[O-])ccc3o2)cc1
    i	-2.6	i	-1.9	-12.1	i	i	i	i	i	i
50	COc1ccc(C(C(=O)NC2CCCC2)N(C(=O)c2ccco2)c2cc3c(cc2C(C)=O)OCO3)cc1OC (stereo unspecified)
    i	1.4	i	22.7	-5.3	i	i	i	i	i	i
51	CCN(CC)CCN1C(=O)c2cccc3cc(N)cc(c23)C1=O
    i	·	i	0.0	-7.2	·	i	i	i	i	i
52	NNC(=S)Nc1ccc(S(=O)(=O)N2CCOCC2)cc1
    i	-4.0	i	-3.2	-3.6	i	i	i	i	i	i
53	Cc1nn(C)c(C)c1S(=O)(=O)N1CCCC(C(=O)N2CCN(c3ccccc3)CC2)C1 (stereo unspecified)
    i	-0.1	i	-3.1	-15.2	i	i	i	i	i	i
54	O=c1[nH][nH]cc1C=Nc1ccc(Cl)cc1
    i	-8.1	i	-0.7	-2.5	i	i	i	i	i	i
55	O=C(NNS(=O)(=O)c1ccccc1)c1cnn(-c2ccccc2)c1-n1cccc1
    i	5.4	i	0.8	-11.7	i	i	i	i	i	i
56	Cn1c(SCC(=O)N2CCCCCC2)nc2c([nH]c3ccccc32)c1=O
    i	-3.5	i	-2.9	-10.8	i	i	i	i	i	i
57	CCC(=O)Nc1nnc(CSCc2ccc(F)cc2)s1
    i	-1.6	i	0.6	-4.9	i	i	i	i	i	i
58	CN(C)CCCC1(O)c2ccccc2C=Cc2ccccc21
    i	2.9	i	5.2	-2.3	i	i	i	i	i	i
59	Cc1ccc(C(=O)NCCONC(=O)c2ccc(C)cc2)cc1
    i	-28.0	i	-0.7	-0.3	i	i	i	i	i	i
60	CC(C)(C)NC(=O)c1ccncc1
    i	7.8	i	-2.7	-7.5	i	i	i	i	i	i
61	CCOc1cc2c3c(c1)C1(C(=O)N3C(C)(C)C=C2C)C(C#N)=C(N)Oc2cc(O)ccc21 (stereo unspecified)
    i	-1.9	i	6.9	-15.5	i	i	i	i	i	i
62	Cc1nc(COC(=O)c2cc(O)c3ccccc3c2O)cs1
    i	8.4	i	8.8	-9.3	i	i	i	i	i	i

Shown with one line to a screen: entries from further up.
[40] O=C(NCC(=O)N(c1ccccc1F)C(C(=O)NC1CCCC1)c1cccnc1)c1ccco1 (stereo unspecified)
[41] CCc1cccc(C)c1NC(=O)COC(=O)CNS(=O)(=O)/C=C/c1ccccc1

Assay by compound,40,41
KCNK9 inh,i,i
Platelet DG rel,3.7,0.7
KCNQ1 act,i,i
Dyrk1A ADPGlo,10.3,-11.3
hERG rescue,-10.5,-7.4
PolyA inhibitor,i,·
TRPC4 potent,i,i
TRPC4 agonist,i,i
KCNK3 block,i,i
TRPC4 block,i,i
KCNQ1 inh,i,i
